MT stabilizer: microtubule stabilization, imaging screen | % tubulin-high responders, % at 10 µM | HeLa tubulin immunostaining HCS, 24 h; share of cells brighter than vehicle mean+2SD | 200,000 compounds, 0.83% hits | AID 2205;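 active = plate Z-score above 3 for both tubulin-high and condensed-nucleus cell shares, with cell loss under 80%, at 10 µM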;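 also: anti alpha tubulin signal scored within the nucleus-defined area of each cell; some results filed as inactive read as strong as hits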
Insulin prom up: MIN6 insulin promoter up-regulation; AID 1625; 190,000 compounds, 0.3% hits; z-score at 5 µM; MIN6 insulin promoter-GFP reporter, high-content imaging; stronger effect = higher value;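 active = z-score above 3 at 5 µM with at least 500 cells counted in the well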
M17LAP inhibition: P. falciparum M17LAP inhibitors, primary screen, biochemical, fluorogenic H-Leu-NHMec substrate, 1536-well (AID 1619); recombinant M17LAP, H-Leu-NHMec fluorogenic kinetic assay; higher % means a stronger effect; 220,000 compounds, 0.38% hits; inhibition, % at 30 µM; hits with a dose series show IC50 in µM;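 active = compound inhibiting the enzyme by more than half at any dose during confirmatory dose-response retesting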;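 also: plate controls were full reaction with DMSO carrier for no effect and no enzyme background for full effect; strong numbers were not always called active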
P. falciparum M1AAP: P. falciparum M1AAP inhibitors, biochemical, fluorogenic H-Leu-NHMec substrate, 1536-well (AID 1445). recombinant M1AAP, H-Leu-NHMec fluorogenic kinetic assay; higher % means a stronger effect. inhibition, % at 30 µM; hits with a dose series show IC50 in µM. 220,000 compounds, 0.42% hits;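 active = primary inhibition above the hit cutoff, then over 50% inhibition at one or more dose response concentrations, cut at about 23% in these data, passing the limit was not always enough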;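 also: plate controls were DMSO full reaction for no effect and no enzyme background for full effect; strong numbers were not always called active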
Autophagy HCS: autophagy modulation, high-content screen; calls only at 10 µM (by protocol); 190,000 compounds, 0.98% hits; MEF GFP-LC3 puncta imaging; test concentration mostly 10 µM; AID 463193;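 active = percentage of spot-positive cells more than 3 SD above its plate mean, without a fluorescence outlier flag or 80% toxicity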;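 also: spot-positive cell cutoff set from DMSO-treated cells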
ER stress rescue: protection against thapsigargin-triggered cell killing – 384-well, CSM14.1, ATP luminescence, primary screen (AID 1222) | one-dose cellular ATP content (survival), % at 20 µM; EC50 in µM for titrated hits | 190,000 tested, under 10 active | CSM14.1 thapsigargin-induced death rescue, ATP luminescence; higher % means a stronger effect;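 active = EC50 below 50 µM in the dose-response confirmation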;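 also: death triggered by thapsigargin at about 15 µM added after 2 h compound pretreatment; cell ATP read after overnight thapsigargin exposure of roughly 18 to 22 hours; normalized against plate controls of thapsigargin alone and 5% DMSO vehicle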
Lipid droplet: hepatic lipid droplet formation modulation; AML12 mouse hepatocytes, oleate lipid droplets, BODIPY imaging; inhibition, % at 6.5 µM; 240,000 compounds, 0.4% hits;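 active = lipid droplet intensity inhibited by at least 50%, with more than 500 cells counted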
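Test system: AML12 mouse liver cells; schedule: overnight exposure; technique: high-content imaging of BODIPY-stained droplets and DAPI nuclei; read-out: % inhibition of corrected integrated BODIPY droplet signal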
Yfh1-off respiration: enhancers of respiration in Yfh1-depleted yeast, dose response, Friedreich's ataxia, plus single-dose screen (AID 1465) | S. cerevisiae Yfh1-off respiration, WST-1 reduction, 72 h; higher fold induction means a stronger effect | fold induction at 50 µM, or EC50 in µM where a hit was titrated | 220,000 compounds, 0.074% hits;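 active = fold induction of absorbance versus untreated yeast above a set limit, then at least 30% activation at any dose in follow-up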;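 also: activators that raise dye reduction in frataxin-depleted yeast; strong numbers were not always called active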
Dynein cargo inh: dynein cargo transport inhibition. AID 1381. 3617.4 mouse cells, GR-EGFP nuclear translocation imaging; test concentration mostly 20 µM; stimulated with dexamethasone, 1 µM; stronger effect = lower value. 220,000 compounds, 0.47% hits. z-score, hits read low;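 active = plate z-score of nuclear minus cytoplasmic receptor signal below a set negative limit, without overly bright fluorescence or cell loss, cut at about -3.5 in these data, passing the limit was not always enough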;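 also: z-score of nuclear minus cytoplasmic ring GR-EGFP intensity difference per well; some compounds called inactive have numbers as strong as hits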
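medium = tetracycline-free induction medium containing charcoal-stripped FBS | also added = 1.0 µM final dexamethasone stimulus | schedule = 48 h induction, 1 h compound, 30 min dex at 37 °C | technique = fixed, Hoechst-stained cells imaged at 10x for EGFP | measure = GR-EGFP nuclear translocation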
Dynein cargo inh cytoplasmic EGFP: also measured in Dynein cargo inh; calls as there; z-score; measured here: cytoplasmic GR-EGFP intensity; stronger effect = higher value
Dynein cargo inh nuclear GR-EGFP: also measured in Dynein cargo inh; calls as there; z-score; measured here: nuclear GR-EGFP intensity;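 lower value marks the stronger effect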
Dynein cargo inh cell count: also measured in Dynein cargo inh; calls as there; z-score; measured here: cell count per field
Insulin prom up cell count: recorded beside Insulin prom up, whose call it bears; cell count; measured here: cytotoxicity, nuclei count;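 total cells summed across four imaged fields per well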
Lipid droplet cells 6.5 µM: second read-out of Lipid droplet, no call of its own (marks repeat the call); cell count; measured here: cell count, cytotoxicity flag;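 cells counted across two imaged fields per well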
MT stabilizer Hoechst-high %: also measured in MT stabilizer; calls as there; % Hoechst-high responders; measured here: nuclear condensation Hoechst responders;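 share of cells brighter than vehicle mean plus two SD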
MT stabilizer cytotoxicity %: also measured in MT stabilizer; calls as there; toxicity, %; measured here: cytotoxicity by cell density;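 0% = mean cell density of plate MIN control wells and 100% = no cells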
Autophagy HCS cell loss 18 h: further read-out of Autophagy HCS, marked with its call; toxicity, %; measured here: cell loss, nuclei count;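 cell loss after 18 h compound exposure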
* = called active by the depositor; i = inactive; nt = not tested or not shown.

SMILES | MT stabilizer | MT stabilizer Hoechst-high % | MT stabilizer cytotoxicity % | Insulin prom up | Insulin prom up cell count | M17LAP inhibition | P. falciparum M1AAP | Autophagy HCS | Autophagy HCS cell loss 18 h | ER stress rescue | Lipid droplet | Lipid droplet cells 6.5 µM | Yfh1-off respiration | Dynein cargo inh | Dynein cargo inh cytoplasmic EGFP | Dynein cargo inh nuclear GR-EGFP | Dynein cargo inh cell count
COC(=O)c1ccc(CNC(=O)COC(=O)c2cc(Cl)nc(Cl)c2)cc1 | 2.6 | 2.5 | 1.0 | 0.22 | 1401 | -32% | -4% | i | -3 | -0.3% | 38 | 696 | i | -0.22 | 0.51 | -0.1 | 0.16
CN(CC1CCCO1)S(=O)(=O)c1ccc(C(=O)Nc2nccs2)cc1 (centres undefined) | nt | nt | nt | 0.2 | 1067 | 1% | 4% | nt | nt | nt | -2 | 697 | i | -0.37 | -0.24 | 0.43 | -1
CCn1cc(C2=NC(C)CO2)c2ccccc21 (centres undefined) | 1.0 | 1.2 | 5.1 | nt | nt | 1% | 4% | i | -5 | -0.6% | 2 | 817 | i | -0.42 | -0.25 | -0.03 | 0.62
Cn1c(SCC(=O)N/N=C/c2ccncc2)nc2ccccc21 | nt | nt | nt | 0.88 | 1166 | 6% | 7% | nt | nt | nt | -30 | 699 | i | -0.91 | -0.18 | -0.83 | 0.86
COC(=O)CSc1nnc(CNC(=O)c2ccc(S(=O)(=O)N(C)C)cc2)n1C | 2.4 | 1.8 | 5.9 | nt | nt | -1% | 2% | i | 16 | -0.7% | 3 | 740 | i | -0.58 | -0.28 | -0.36 | 0.78
O=[N+]([O-])c1ccc(-c2csc(NN=C3CCCC3)n2)cc1 | 1.6 | 1.3 | 4.3 | -0.92 | 1562 | 22% | 7% | i | 9 | 0.4% | -8 | 690 | i | -0.75 | -0.29 | -0.24 | 0.25
CC(C)OC(=O)C1CC(C)(O)C(=O)C(C(=O)OC(C)C)C1c1ccc([N+](=O)[O-])cc1 (centres undefined) | 3.4 | 2.7 | 7.8 | nt | nt | 1% | 1% | i | 0 | -0.1% | -16 | 787 | i | -0.57 | 0.26 | -0.44 | -0.52
O=P(COCCOCCOCCOCP(=O)(c1ccccc1)c1ccccc1)(c1ccccc1)c1ccccc1 | 6.6 | 2.4 | 9.1 | -0.71 | 1190 | 6% | 4% | i | -11 | 1.4% | 2 | 635 | i | -0.08 | 0.24 | 0.6 | -0.98
N#Cc1cc([N+](=O)[O-])cnc1N(CCO)CCO | 0.9 | 2.7 | 8.8 | nt | nt | 25% | 10% | i | -6 | 1.2% | 6 | 564 | i | -1 | 1.6 | -0.56 | 0.69
COC(=O)c1ccccc1NC(=O)CSc1nc(NC(=O)c2ccccc2)c2c(C)c(C)oc2n1 | 2.4 | 3.2 | 7.0 | -0.04 | 1284 | 1% | 2% | i | 5 | -0.9% | -12 | 734 | i | -0.16 | -0.2 | -0.2 | -0.5
Cc1nc(C)n(CC(O)COc2ccc3c(c2)CCC3)n1 (centres undefined) | 3.4 | 1.0 | 21 | 0.06 | 1927 | 6% | 3% | i | -3 | -3.1% | -4 | 627 | i | 0.02 | -0.17 | 0.47 | 0.041
Cc1[nH]c2ccccc2c1C(=O)COC(=O)c1c(-c2c(F)cccc2Cl)noc1C | 2.0 | 3.3 | 5.5 | -2.7 | 1350 | -1% | 0% | i | -10 | 3.5% | -8 | 666 | i | -0.84 | -0.26 | -0.64 | 0.23
CC(C)[C@H](NC(=O)c1ccco1)C(=O)OCC(=O)c1ccc2c(c1)NC(=O)CO2 | 1.6 | 0.6 | 3.5 | nt | nt | 16% | 5% | i | -5 | -1.5% | 14 | 681 | i | 0.86 | -0.17 | 0.5 | -1
Cc1ccc(-c2noc(-c3ccccc3C(=O)N3CCN(C)CC3)n2)cc1 | 4.5 | 1.5 | 5.4 | 0.17 | 1186 | 6% | 3% | i | -7 | 0.6% | nt | nt | i | 0.42 | -0.24 | 0.53 | 0.43
O=C(Nc1cc(C(F)(F)F)ccc1Cl)C(Sc1nnc(-c2cccs2)o1)c1ccccc1 (centres undefined) | 6.2 | 1.8 | 6.8 | 0.16 | 1465 | 3% | -4% | i | 2 | -0.4% | -4 | 605 | i | -0.22 | -0.22 | 0.14 | 0.37

Quoted at random: two compounds from above, in no set order.
SMILES | MT stabilizer | MT stabilizer Hoechst-high % | MT stabilizer cytotoxicity % | Insulin prom up | Insulin prom up cell count | M17LAP inhibition | P. falciparum M1AAP | Autophagy HCS | Autophagy HCS cell loss 18 h | ER stress rescue | Lipid droplet | Lipid droplet cells 6.5 µM | Yfh1-off respiration | Dynein cargo inh | Dynein cargo inh cytoplasmic EGFP | Dynein cargo inh nuclear GR-EGFP | Dynein cargo inh cell count
O=P(COCCOCCOCCOCP(=O)(c1ccccc1)c1ccccc1)(c1ccccc1)c1ccccc1 | 6.6 | 2.4 | 9.1 | -0.71 | 1190 | 6% | 4% | i | -11 | 1.4% | 2 | 635 | i | -0.08 | 0.24 | 0.6 | -0.98
Cc1ccc(-c2noc(-c3ccccc3C(=O)N3CCN(C)CC3)n2)cc1 | 4.5 | 1.5 | 5.4 | 0.17 | 1186 | 6% | 3% | i | -7 | 0.6% | nt | nt | i | 0.42 | -0.24 | 0.53 | 0.43

(more compounds)
SMILES | MT stabilizer | MT stabilizer Hoechst-high % | MT stabilizer cytotoxicity % | Insulin prom up | Insulin prom up cell count | M17LAP inhibition | P. falciparum M1AAP | Autophagy HCS | Autophagy HCS cell loss 18 h | ER stress rescue | Lipid droplet | Lipid droplet cells 6.5 µM | Yfh1-off respiration | Dynein cargo inh | Dynein cargo inh cytoplasmic EGFP | Dynein cargo inh nuclear GR-EGFP | Dynein cargo inh cell count
Cc1ccccc1S(=O)(=O)Cc1ccc(C(=O)NCc2cccnc2)o1 | 2.2 | 0.0 | 65 | 0.79 | 1363 | 8% | 6% | i | 7 | -3.1% | -7 | 529 | i | 2.2 | -0.17 | 1.6 | -2
O=C(COC(=O)/C=C/c1ccco1)Nc1ncc(Cl)cc1Cl | 2.0 | 3.9 | 2.4 | -0.29 | 1442 | 12% | 0% | i | 7 | 0.2% | 0 | 716 | i | -0.45 | -0.091 | -0.42 | 0.31
CCC(C)NS(=O)(=O)c1cccs1 (centres undefined) | 3.4 | 1.5 | 8.2 | -0.35 | 1238 | -2% | -6% | i | 0 | -1.1% | 22 | 717 | i | 1.3 | -0.22 | 1.7 | -1.7
COC(C(=O)Nc1ccc(S(=O)(=O)Nc2c(C)cccc2C)cc1)c1ccccc1 (centres undefined) | 2.8 | 2.5 | 1.6 | -0.6 | 1107 | -3% | 0% | i | -6 | -2.9% | -2 | 698 | i | -0.78 | -0.22 | -0.33 | 0.4
COc1cc(C2C3CN(C)CC=C3C(C#N)=C(N)C2(C#N)C#N)ccc1OC(C)C (centres undefined) | 3.0 | 2.9 | 12 | nt | nt | 7% | 2% | i | -14 | -1.4% | nt | nt | i | 1.8 | 4.8 | 2.4 | -0.16
Cc1ccc(Cn2c(S(=O)(=O)O)nc3ccccc32)cc1 | 3.9 | 1.7 | 6.2 | -0.46 | 1600 | i | -3% | i | -28 | -0.5% | nt | nt | i | -1.9 | -0.38 | -0.62 | 2.3
CCSc1nnc(CCNC(=O)OC(C)(C)C)o1 | 1.6 | 1.8 | 10 | 0.64 | 915 | -5% | 1% | i | -1 | 0.1% | -7 | 762 | i | 0.66 | -0.17 | 0.43 | 0.34
CCC(C)Oc1nc2c(c(=O)n(C)c(=O)n2C)n1C (centres undefined) | nt | nt | nt | -0.03 | 1423 | 1% | 3% | nt | nt | nt | 4 | 744 | i | -0.2 | -0.23 | -0.14 | 0.19
O=C1C2C3C=CC(C3)C2C(=O)N1c1cccc2cccnc12 (centres undefined) | 3.6 | 2.0 | 6.9 | 0.74 | 1425 | 0% | 4% | i | 5 | 3.9% | nt | nt | i | 0.036 | -0.31 | 0.36 | -0.81
CC(=O)c1ccc(NS(=O)(=O)c2ccc3ccccc3c2)cc1 | 2.5 | 2.9 | 4.2 | -0.13 | 1272 | 0% | 3% | i | 23 | 0.0% | 2 | 679 | i | 1.1 | -0.19 | 0.75 | -1.2
COc1ccc(-c2cn[nH]c2N)cc1OC | 1.0 | 2.4 | 7.7 | nt | nt | 57% | 5% | i | -3 | -0.4% | 5 | 818 | i | -0.89 | -0.21 | -0.65 | 0.77
COc1ccc(-c2nnc(NC(=O)C3CC3)o2)cc1 | 2.2 | 1.9 | 0.6 | 0.37 | 1205 | 8% | 2% | i | 23 | 0.2% | 1 | 692 | i | -0.46 | -0.19 | -0.29 | 0.44
COc1ccc(NC(=O)CSc2ccc3ccccc3c2)cc1S(=O)(=O)N1CCCCC1 | 4.6 | 2.5 | 7.6 | 0.08 | 1423 | -4% | 4% | i | -4 | 2.0% | -21 | 617 | i | 0.23 | -0.27 | 0.13 | -0.65
COc1ccc(OC)c(-c2cc(C(=O)Nc3c(C)n(C)n(-c4ccccc4)c3=O)no2)c1 | 3.0 | 1.3 | 9.1 | -1.5 | 1292 | 13% | 2% | i | 10 | 0.2% | nt | nt | i | 0.51 | -0.22 | 0.46 | -0.85
CCOC(=O)Cn1c(-c2cccnc2Cl)nc2ccccc21 | 4.3 | 1.8 | 6.2 | 0.23 | 1811 | 5% | -8% | i | 21 | -1.2% | 11 | 699 | i | -0.35 | 0.098 | -0.25 | 0.24
Cc1ccc(CNC(=O)C2CC(=O)N(C3CCCCCCC3)C2)cc1 (centres undefined) | 3.2 | 1.9 | 6.2 | -0.31 | 1552 | 4% | 4% | i | 0 | -1.8% | nt | nt | i | 0.46 | -0.34 | 0.022 | -0.16

High-throughput results from PubChem BioAssay.
